# DENV2 CPE: inhibitors of DENV2 cytopathic effect; AID 651640; CPE inhibition, % at 9.99 µM; actives 1.7% (n = 350,000); DENV2-infected cells, cytopathic effect rescue, plate reader; in the data active means CPE inhibition above about 20%, passing the limit was not always enough; inconclusive means no clear call, values can overlap the other calls; tested in BHK-21 cells;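 further: 0% = median of neutral control wells and 100% = median of positive control wells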
# CFTR F508del cor: CFTR F508del correction in bronchial cells; CFBE cells, YFP halide quenching; stimulated with forskolin plus potentiator P3; % fluorescence drop versus neutral controls; activity (quench increase), % at 7.58 µM; actives 0.36% (n = 350,000); AID 720511;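 active means mean added fluorescence quench of at least 8% versus neutral control, with both replicates also reaching 8%; inconclusive means only one of the mean or replicate conditions met; inactive means mean below 8% and not both replicates reaching 8%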;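 further: cells transiently co-express mutant CFTR-F508del with the halide-sensitive YFP; corrector assay measuring rescue of mutant channel to the surface after 24 h compound exposure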
# PAX8 inh HTS: PAX8 transcriptional activity inhibition; RMG-I TPO-luciferase reporter, SteadyGlo, 24 h; inhibition, % at 12.6 µM; actives 1.2% (n = 360,000); AID 652154;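 active means mean replicate inhibition at least 60% with every replicate also reaching 60%; inconclusive means only one of the two criteria is met; inactive means mean below 60% and not all replicates reaching 60%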;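 further: luciferase light reporting Pax8 driven TPO promoter activity; plate controls were median of neutral control wells for no effect and mitoxantrone controls for full effect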
# FN deposit inh: fibronectin deposition inhibition | AH1F fibroblasts, Alexa488-fibronectin deposition fluorescence, overnight | inhibition, % at 12.6 µM | actives 0.086% (n = 350,000);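 active means mean inhibition across replicates of 30% or more, regardless of how many single replicates reach that level; inconclusive means mean under 30% yet at least half of replicates reach 30%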;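 further: positive control wells lacked labelled fibronectin entirely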
#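 Measured by – fluorescence 485/525 nm · System – AH1F fibroblast monolayer, labelled fibronectin deposition · Amount – 10000 cells per well · Buffer or medium – serum-reduced DMEM (2% serum) · Doses – single dose, pinned · Also added – fluorescent fibronectin at 24 nM final · Schedule – 1 h cell attachment, overnight exposure to compound and label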
# INS-1E GSIS act: primary screen for activators of insulin secretion dependent on glucose, INS-1E cells, GLuc reporter luminescence | INS-1E GLuc reporter insulin secretion, 2-3 h | activation, % at 16.6 µM | actives 0.61% (n = 370,000);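 active means lowest replicate activation of at least 40%, so every replicate reaches that level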;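 further: 0% = median of neutral control wells and 100% = median of IBMX positive control wells; some compounds called inactive have numbers as strong as hits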
# EWS-Fli inh: inhibitors of EWS/Fli oncoprotein transcriptional activity; A673 NR0B1-luciferase reporter, viability-normalised; inhibition, % at 12.6 µM; actives 0.67% (n = 350,000); AID 651661;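 active means mean inhibition of at least 50% after viability correction, with every replicate also passing that limit; inconclusive means mean reaches 50% but only one of two replicates passes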;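 further: firefly luciferase signal divided by Alamar Blue viability fluorescence both relative to DMSO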
# miR122 inh: miR-122 inhibition in Huh7 cells | activation (reporter increase), % at 12.5 µM | AID 602342 | actives 0.3% (n = 340,000) | Huh7 miR-122 Renilla luciferase sensor, 48 h; neutral wells = 0, positive control = 100;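 active means mean replicate activation score at least 90 and every replicate individually at or above 90; inconclusive means only one of the two criteria met; inactive means neither criterion met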;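 further: higher luciferase means less miR-122 activity so hits act as miR-122 inhibitors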
# The depositor's hits bear a star; ? = inconclusive; . = no result given; [ ] = remark or other dose.
SMILES,DENV2 CPE,CFTR F508del cor,PAX8 inh HTS,FN deposit inh,INS-1E GSIS act,EWS-Fli inh,miR122 inh
Clc1ccc(/C=C/c2ncc3ccccn23)cc1,-4,0.8,-53,2,-13,-64,.
COc1ccccc1S(=O)(=O)Nc1ccc2c(c1)C(=O)N(C)C[C@@H](OC)[C@H](C)CN[C@@H](C)CO2,1,-1.9,-26,20,10,-5,.
CCN(CC(=O)Nc1ccc2c(c1)OCCO2)C(=O)c1ccccc1Br,6,-2.7,-52,-4,.,-34,-3
CC(=O)c1ccc(NC(=O)c2ccc(-n3cncn3)c([N+](=O)[O-])c2)cc1,-2,2.7,-12,9,-7,3,-5
COCc1cn(CC[C@H]2CC[C@@H](NC(=O)Nc3ccc(Cl)cc3)[C@H](CO)O2)nn1,8,2.4,-9,.,10,2,.
CCN(CC)CC#CCOC(=O)C(O)(c1ccccc1)C1CCCCC1 (stereo not drawn),4,-0.6,13,-7,.,9,8
CC1CCCN(C(=O)COC(=O)c2ccc(=O)n(Cc3ccccc3)n2)C1 (stereo not drawn),2,1.6,-10,14,7,1,.
COCCCNC(=O)c1ccc2sc(C3=C[C@@H](O)[C@@H](O)[C@@H](CO)O3)nc2c1,-5,-1.2,-15,-1,-13,-6,0
CCC(Sc1nccn1C)C(=O)Nc1ccc(Cl)cn1 (stereo not drawn),2,-4.0,5,-9,-1,22,-23
CC(=O)CSc1ccc(C(=O)O)cn1,.,.,-10,0,15,.,-2
O=C(CS(=O)(=O)c1ccc(Br)cc1)N1CCOCC1,1,-1.7,-3,.,-5,5,-2
CCOC(=O)c1ccc(Oc2coc3cc(O)ccc3c2=O)cc1,-2,-0.4,-12,-12,-18,-6,.
CCOCCCn1c(SCc2ccccc2)nnc1-c1ccncc1,6,1.7,-1,5,78*,6,.
CCSc1nc2c(cnn2-c2ccccc2)c(=O)n1N,4,-1.0,-229,-8,-4,-104,6
Cc1cc2oc(=O)cc(CN3CCN(c4ccccc4)CC3)c2cc1Cl,-2,-1.8,5,4,3,-9,0
N#Cc1cccc(C(=O)Nc2cc(S(=O)(=O)N3CCOCC3)ccc2N2CCCC2)c1,-5,0.6,-143,-2,-5,5,4
c1ccc(N2CC3CCc4ccccc4C3=N2)cc1 (stereo not drawn),-9,-0.5,-106,12,.,-109,-3
C[n+]1cccc2ccc3c(c21)OC(N)=C(C#N)C3c1ccccc1 (stereo not drawn),1,-0.3,-4,4,4,10,-3
CC(=O)Nc1nnc(-c2ccccn2)o1,-14,.,-15,10,2,-2,.
NS(=O)(=O)c1ccc(NC(=O)c2ccc(F)cc2F)c(NC(=O)c2ccc(F)cc2F)c1,4,3.5,-11,4,5,12,2
Cc1cc(=O)nc2c3ccccc3n(CC(=O)NCCCN3CCCCC3C)n12 (stereo not drawn),-8,-0.3,14,3,8,7,-4
Cc1ccc(S(=O)(=O)N2CCN(C(=O)CSc3ccccn3)CC2)c(C)c1,-4,-2.7,-18,.,-2,1,-6
COc1ccc(N2CCN(CC(=O)NC(=O)NCc3ccccc3)CC2)cc1,-2,1.5,-2,-5,-15,-8,-11
Cc1cc(=O)oc2cc(NC(=O)CCOc3ccccc3)ccc12,3,0.2,-36,-1,3,-49,.
O=C1CN(C(=O)CSc2ccc(-c3ccc(F)cc3)nn2)c2ccccc2N1,2,-0.3,15,6,-7,3,5
CCNC(=O)C[C@@H]1CC[C@H]2[C@@H](COc3ccc(NC(=O)c4cccs4)cc3C(=O)N2C)O1,-4,-1.6,9,-3,-3,-2,-2[16.7 µM]
Cc1ccc(S(=O)(=O)Nc2ccc(O)c3ccccc23)c(C)c1,6,-1.2,20,4,-46,-4,9
Cn1c(=O)n(C)c2cc(NC(=O)c3ccccc3)ccc21,5,3.5,-34,.,-10,-7,0
C=CCn1c(O)c(C2=c3ccccc3=NC2=O)sc1=Nc1ccc(O)cc1,5,5.5,18,0,17,7,-8
N#Cc1ccc(C(=O)Nc2ccc3ccccc3c2)cc1,4,-1.4,-93,-4,3,-71,-1
CCOc1ccc(C(=O)NCC(C)CN(C)C)cc1OCC (stereo not drawn),.,.,-41,8,.,.,2
O=C(CNS(=O)(=O)c1ccc(Br)cc1Cl)OCC(=O)N1CCCC1=O,4,2.0,1,-5,-40,5,5
C[C@@H](C(=O)N(C)C[C@@H]1OCc2ccccc2-c2ccccc2C(=O)N([C@@H](C)CO)C[C@@H]1C)c1ccccc1,-4,-1.2,11,-8,2,3,.
COc1cccc(-c2ccc([C@@H]3[C@@H](CO)N4CCCCN(C(=O)c5ccc(F)cc5)C[C@H]34)cc2)c1,43*,2.7,-17,.,6,8,14[16.7 µM]
O=C(Nc1cccnc1)OC1CCCCC1,-3,-0.1,-31,.,2,-15,.
O=C(Cn1nnc2ccccc21)N/N=C/c1ccco1,-5,-1.0,-6,-5,-2,0,.

# Continued; it opens with the 4 that closed the last part.
SMILES,DENV2 CPE,CFTR F508del cor,PAX8 inh HTS,FN deposit inh,INS-1E GSIS act,EWS-Fli inh,miR122 inh
C[C@@H](C(=O)N(C)C[C@@H]1OCc2ccccc2-c2ccccc2C(=O)N([C@@H](C)CO)C[C@@H]1C)c1ccccc1,-4,-1.2,11,-8,2,3,.
COc1cccc(-c2ccc([C@@H]3[C@@H](CO)N4CCCCN(C(=O)c5ccc(F)cc5)C[C@H]34)cc2)c1,43*,2.7,-17,.,6,8,14[16.7 µM]
O=C(Nc1cccnc1)OC1CCCCC1,-3,-0.1,-31,.,2,-15,.
O=C(Cn1nnc2ccccc21)N/N=C/c1ccco1,-5,-1.0,-6,-5,-2,0,.
CCOc1ccc(N(C(=O)c2ccccc2Cl)C2=NC(C)(C)CS2)cc1,-2,3.0,-26,-2,-23,-53,.
Cc1ccc(NC(=O)COC(=O)Cc2ccccc2)cc1S(=O)(=O)N1CCOCC1,-10,-0.7,-8,4,-8,1,5
CN1OC[C@@H]2C(=O)N3CCc4c([nH]c5ccccc45)[C@@H]3C[C@@H]21,-3,1.6,10,0,-1,-25,-1
CCOC(=O)[C@]12CCC=C1N(Cc1ccc3c(c1)OCO3)C(=O)[C@H](CC(=O)NCC1CCCCC1)C2,0,2.4,11,.,-28,-4,.
CSc1nnc(CNC(=O)c2ccccc2)n1-c1ccc(F)cc1,10,-0.3,-11,2,4,-4,-3
Cc1cccc(CNS(=O)(=O)c2ccc(-c3ccc(=O)[nH]n3)s2)c1,-2,-0.4,5,5,19,2,2
CC1CCN(C(=O)CCc2nnc(-c3ccccc3)o2)CC1,2,2.1,-148,-2,8,-83,-2
CO[C@H]1CC[C@@H]2CCN(C)C(=O)[C@H](C)CN(C)C(=O)c3cc(C#N)ccc3OC[C@H]1O2,4,.,12,-3,6,7,.
CCCCOC(=O)C1CCCC(C)N1 (stereo not drawn),3,-1.7,.,.,-3,3,-11
N/C(=N\NC(=O)c1ccc(F)cc1)c1cc2ccccc2oc1=O,0,-2.7,20,-5,-10,7,.
Cc1noc(C)c1NC(=O)N(C)C[C@@H]1OCCCC[C@@H](C)Oc2ccc(NS(=O)(=O)c3c(C)noc3C)cc2C(=O)N([C@H](C)CO)C[C@@H]1C,-1,-0.8,-7,.,16,-8,10[16.7 µM]
O=[N+]([O-])c1ccccc1S(=O)(=O)Nc1ccc2c(c1)OCCO2,-5,3.8,-4,-2,-5,-16,1
Cc1ccc(NC(=O)C(c2ccccc2)N2CCN(CC(=O)N3CCOCC3)CC2)cc1Cl (stereo not drawn),-10,-0.8,-8,-1,-18,-3,19
Nc1c(C(=O)Nc2ccccc2)sc2nc(-c3cccnc3)ccc12,8,-5.9,-13,6,17,2,.
COc1cccc(C(=O)Nc2ccc3c(c2)OC[C@@H](C)N(C(=O)C2CCC2)C[C@@H](C)[C@H](OC)CN(C)C3=O)c1,-2,0.5,-11,4,1,-3,5[16.7 µM]
COC(=O)C1(CCSC)NC(c2ccco2)C2C(=O)N(C)C(=O)C21 (stereo not drawn),.,.,0,1,.,.,-3
S=c1[nH]nc(-c2ccc(Br)o2)n1Cc1ccccc1,0,1.1,.,.,13,10,-2
Cc1ccc(C(=O)CSc2nnnn2C(C)C)c(C)c1,.,.,2,.,32,.,-3
CCN(CC(=O)Nc1ccc2c(c1)OCCO2)C(=O)c1ccc(Cl)cc1Cl,4,0.1,-187,5,10,-80,.
CN1C(=O)c2cc(NS(=O)(=O)c3ccccc3Cl)ccc2OC[C@@H]2O[C@@H](CC(=O)O)CC[C@H]21,8,2.2,-13,5,-2,1,2[16.7 µM]
N#C[C@@H]1[C@H](c2ccccc2)[C@H](CO)N1C(=O)CN1CCOCC1,7,-1.6,-14,9,6,3,.
O=C(CCNc1ccc(Cc2ccncc2)cc1)c1cccc([N+](=O)[O-])c1,-5,-1.4,-1,.,5,-4,-2
O=C(c1ccco1)n1nc(-c2ccc(Cl)cc2)nc1NCc1ccco1,.,.,-28,7,.,.,-15
CC(=O)c1cccc(-c2cnc3c(NC=O)cc(-c4ccccc4Oc4ccccc4)cn23)c1,1,0.2,6,-2,.,9,-13
CCCCNC(=O)CSc1nccn1Cc1ccccc1,6,-1.9,.,.,0,28,-2
Cc1cccc(C)c1Nc1nnc(SCC(=O)Nc2cc(S(=O)(=O)N3CCCCC3)ccc2Cl)s1,-2,.,-11,-3,12,-8,.
CN(C)S(=O)(=O)NCC1CCCN(Cc2ccc(-c3ccccc3)cc2)C1 (stereo not drawn),-4,0.7,11,5,-7,-31,3
Cn1c(NCCO)nc2c1c(=O)n(Cc1ccc(F)cc1)c(=O)n2C,15,-1.8,-14,2,-1,7,-2
COc1ccc(/C=C2/Sc3ccc(C(=O)N4CCOCC4)cc3NC2=O)cc1OC,5,0.0,-30,1,10,.,3
COc1ccc(N2C(=O)C3C4C=CC(c5ccccc5)(C3C2=O)C2C(=O)N(c3ccc(OC)cc3)C(=O)C42)cc1 (stereo not drawn),.,-1.4,7,-1,17,6,.
COc1ccc(/C=C/C(=O)Nc2cccc(S(=O)(=O)N3CCOCC3)c2)cc1OC,-2,0.5,2,3,20,-1,.
O=C(CNC(=O)C1COc2ccccc2O1)N/N=C\c1cccc(O)c1 (stereo not drawn),.,.,11,8,-4,.,.
O=C(CC1OC(=O)c2ccccc21)Nc1cc(S(=O)(=O)N2CCOCC2)ccc1OCC(F)(F)F (stereo not drawn),-12,1.4,0,1,-5,-1,-9
CCCCCC(O)(CCN1CCCCC1)c1ccc(OCC)cc1 (stereo not drawn),0,1.3,-21,7,-27,11,.
CNC(=O)c1ccc2snnc2c1,?,1.3,0,3,10,-6,2
Cc1cc(NC(=S)NC(=O)c2ccco2)c2ccccc2n1,10,-3.1,22,-10,6,6,.
Cc1cc(C)c(NC(=O)c2ccccc2C(=O)c2ccccc2)c(C)c1,3,-0.9,14,-6,-19,1,.
O=C(CSc1ccc(-c2ccco2)nn1)c1ccc(F)cc1,.,.,.,2,1,.,-2
CCCc1ncc(C(O)c2ccccc2OC)n1C (stereo not drawn),.,-0.4,-3,-38,6,7,2
O=C(Nn1cnc2ccccc2c1=O)c1ccccc1[N+](=O)[O-],0,4.2,5,5,-19,-3,.
CC(=O)c1ccc(NS(=O)(=O)c2ccc3c(c2)N(C)CCO3)cc1,-1,1.7,8,-3,-13,3,134*
Cc1ccc2nc(-c3ccc(CN4CCC(c5nc6ccccc6[nH]5)CC4)cc3)c(-c3ccccc3)nc2c1,-6,-2.8,13,-7,-39,11,.
COc1ccc(NC(=O)CC2C(=O)N(Cc3ccccc3)C(=S)N2CCN2CCOCC2)cc1 (stereo not drawn),4,-2.2,3,-29,-14,5,-7
CCC1CCCCN1C(=S)NC(=O)c1cc(Br)ccc1Cl (stereo not drawn),-1,0.6,5,5,-14,16,-6

# Hits appear at their usual frequency; 3.9% or so of the library scored in one or more.
